High-throughput results deposited in PubChem BioAssay by several laboratories.
NPY-Y1 antag: antagonists of human neuropeptide Y receptor Y1; HEK293-CNG Y1 cells, membrane potential fluorescence; NPY at EC95, then isoproterenol; inhibition, % at 3.6 µM; hit rate 1% among 200,000; AID 1040;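 active = inhibition above the campaign mean inhibition of all tested compounds plus 3 SD, cut at about 20% in these data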;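 note: 0% = DMSO wells given NPY plus isoproterenol and 100% = isoproterenol alone without NPY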
Target sequence (P25929 whole entry, looked up): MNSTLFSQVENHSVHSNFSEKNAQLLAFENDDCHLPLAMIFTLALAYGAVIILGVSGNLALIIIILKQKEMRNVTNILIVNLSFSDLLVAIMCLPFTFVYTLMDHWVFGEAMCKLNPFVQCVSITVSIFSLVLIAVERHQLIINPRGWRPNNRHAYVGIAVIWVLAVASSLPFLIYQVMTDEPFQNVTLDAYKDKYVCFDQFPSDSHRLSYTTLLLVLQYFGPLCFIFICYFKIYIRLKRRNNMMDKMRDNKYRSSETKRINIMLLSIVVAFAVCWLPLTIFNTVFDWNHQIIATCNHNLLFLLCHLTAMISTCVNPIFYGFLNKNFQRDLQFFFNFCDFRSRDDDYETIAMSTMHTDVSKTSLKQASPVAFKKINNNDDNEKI
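Test system – HEK293 Y1/CNG channel cell line · Also added – NPY agonist 25 nM, then isoproterenol 1 µM plus Ro 20-1724 25 µM · Compound dosing – one concentration, 3.6 µM, in 0.4% DMSO · Schedule – compound incubation 1 h at room temperature, readout 45 min post-stimulation · Technique – fluorescence, membrane potential probe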
S1P4 antagonist: blocks the human S1P4 receptor. S1P4-expressing cells, antagonist mode, reporter read-out. inhibition, % at 4.98 µM. hit rate 0.26% among 220,000; in the data active = inhibition above about 29%;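 note: 0% = wells stimulated with agonist and 100% = vehicle wells without agonist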
TRPN1 ag: activates the zebrafish TRPN1 channel | hit rate 0.18% among 220,000 | HEK293 zebrafish TRPN1-YFP, Fluo-8 calcium fluorescence; 100% = response to 87 µM carbachol | activation, % at 3 µM;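 active = activation above its plate's cutoff, the mean activation of test wells on that plate plus 3 SD, cut at about 19% in these data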;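 note: 0% = DMSO alone and 100% = 87 µM carbachol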
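Material: zebrafish TRPN1-YFP in HEK293 cells; Doses: single test compound dose, 3 µM nominal, 0.3% DMSO; Timing: dye loading 1 h at 37 °C, then 30 min room temperature; Technique: intracellular calcium fluorescence with Fluo-8; Benchmarks: high carbachol 87 µM, low DMSO alone.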
S1P4 ag: agonists of human S1P4 receptor; hit rate 0.35% among 220,000; O95977; activation, % at 4.98 µM; S1P4-expressing cell line, agonist reporter assay; in the data active = activation above about 11%;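 note: 0% = DMSO vehicle and 100% = reference agonist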
EP2 mod: modulators of human EP2 prostaglandin E2 receptor; P43116; EP2-expressing cells, cAMP HTRF FRET, PGE2 co-stimulation; induction, % at 25 µM; hit rate 0.83% among 260,000;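 active = compounds whose cAMP rise, as percent of the full-agonist control response, exceeds 60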;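 note: rat C6 glioma line stably carrying human EP2 under a CMV promoter; the protocol text gives 20 µM as final concentration; 100% = response of wells given 1 µM PGE2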
Target sequence (P43116 whole entry, looked up): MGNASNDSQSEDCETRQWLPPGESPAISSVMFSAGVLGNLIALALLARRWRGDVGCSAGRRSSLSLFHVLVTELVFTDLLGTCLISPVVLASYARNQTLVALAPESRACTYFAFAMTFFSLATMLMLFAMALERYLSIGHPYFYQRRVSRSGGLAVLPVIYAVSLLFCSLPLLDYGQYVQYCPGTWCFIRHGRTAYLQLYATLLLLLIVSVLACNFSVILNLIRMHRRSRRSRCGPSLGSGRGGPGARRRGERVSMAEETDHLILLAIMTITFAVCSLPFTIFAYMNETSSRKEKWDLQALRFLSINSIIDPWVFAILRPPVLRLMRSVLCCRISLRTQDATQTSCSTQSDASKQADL
TRPML3 agonist: human mucolipin-3 channel agonism; AID 1448; Q8TDD5; activation, % at 3 µM; HEK293 TRPML3-YFP, Fluo-8 calcium fluorescence; 100% = the carbachol control signal; hit rate 0.29% among 220,000;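 active = activation above its plate's cutoff, the mean activation of the plate's test wells plus 3 SD, cut at about 12% in these data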;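 note: 0% = DMSO only wells and 100% = carbachol wells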
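system = HEK293 cells stably carrying human TRPML3-YFP | doses = one concentration, 3 µM nominal, 0.3% DMSO | timing = dye loading 1 h 37 °C then 30 min ambient, 125 s read | detection = Fluo-8 calcium dye fluorescence, ex 470-495, em 515-575 nm | benchmarks = high control carbachol 87 µM, low control DMSO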
NPY-Y2 PAM-ag: potentiators or agonists of human neuropeptide Y receptor Y2; cells expressing NPY-Y2, potentiator/agonist read-out; activation, % at 3.6 µM; hit rate 0.45% among 220,000; AID 1359; in the data active = activation above about 27%;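 note: cells stimulated with NPY near EC25 plus isoproterenol at EC100; 0% = vehicle plus submaximal agonist and 100% = vehicle plus saturating agonist; some results beyond the cut were filed as inactive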
Target sequence (P49146 whole entry, looked up): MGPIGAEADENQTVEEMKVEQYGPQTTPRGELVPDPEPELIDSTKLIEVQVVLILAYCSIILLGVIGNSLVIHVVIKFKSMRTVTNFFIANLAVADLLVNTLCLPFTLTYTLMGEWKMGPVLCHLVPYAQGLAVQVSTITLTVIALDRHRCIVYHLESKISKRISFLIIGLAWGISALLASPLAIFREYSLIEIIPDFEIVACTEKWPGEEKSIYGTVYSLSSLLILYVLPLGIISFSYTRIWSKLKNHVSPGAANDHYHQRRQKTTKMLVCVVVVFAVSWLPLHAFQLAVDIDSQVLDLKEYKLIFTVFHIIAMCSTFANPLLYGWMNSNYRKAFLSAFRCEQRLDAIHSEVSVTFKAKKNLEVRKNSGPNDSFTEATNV
CHOP inh: CHOP inhibition in unfolded protein response. hit rate 3.8% among 220,000. CHO-K1 CHOP-promoter luciferase, tunicamycin-induced, 15-18 h. inhibition, % at 10 µM;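 active = compounds that reduced the stress-induced luciferase reporter signal by more than about 70% of percent inhibition, limit read from the data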;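 note: 0% = tunicamycin plus vehicle and 100% = wells without tunicamycin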
NPY-Y1 PAM-ag: human NPY-Y1 potentiation or agonism, primary screen; activation, % at 3.6 µM; NPY-Y1 expressing cells, potentiator/agonist activation; P25929; hit rate 0.37% among 220,000; in the data active = activation above about 33%, passing the limit was not always enough;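 note: cells stimulated with NPY at EC10 then isoproterenol at EC100; 0% = low agonist plus stimulus and 100% = saturating agonist plus stimulus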
Starred values were filed as active, the others as inactive; x = no result given; & = joins results of further samples.

SMILES	NPY-Y1 antag	S1P4 antagonist	TRPN1 ag	S1P4 ag	EP2 mod	TRPML3 agonist	NPY-Y2 PAM-ag	CHOP inh	NPY-Y1 PAM-ag
Cc1cc(C)n(-c2nnc(C)n2/N=C/c2cc(Br)ccc2OCc2ccccc2)n1	7.2	-4.3	-2.9	2.2	14.4	-0.8	-14.7	91.8*	3.0
O=c1[nH]c(-c2ccccc2)nc2sc(-c3ccccc3)cc12	-0.7	-9.2	-0.2	-0.5	-33.1	0.4	-1.7	-25.6	-6.1
Cc1cc(Nc2ccc(Br)cc2F)n2nc(C)nc2n1	0.5	-12.7	-1.3	1.5	-8.2	-0.3	14.7	5.7	10.9
COc1ccc(OC)c(S(=O)(=O)Nc2ccc(C(C)=O)cc2)c1	-2.1	-13.5	0.0	-2.3	9.5	0.2	-15.3	12.6	-4.2
CCc1ccc2[nH]c(=O)c(CN(Cc3ccc4c(c3)OCO4)Cc3nnnn3C3CCCC3)cc2c1	6.3	-2.0	-0.6	-2.1	53.5	-0.7	8.3	82.0*	-30.8
O=C1N=c2ccccc2=C1c1sc(NS(=O)(=O)c2ccccc2)nc1O	5.0	-22.1	-0.1	1.4	18.4	0.3	-14.6	18.6	3.4
Cc1cc(C)cc(NC(=O)COC(=O)c2n[nH]c3ccccc23)c1	1.2	-5.2	0.1	-0.4	-46.8	-0.3	8.3	14.6	-6.9
NC(=O)C1CC(=O)N(c2ccc(OCc3ccc(Cl)cc3)cc2)C1 (stereo not drawn)	2.9	-16.8	2.4	1.3	-69.2&-5.1	0.7	17.0	4.5	16.5
Cc1c(N=C2C(=O)Nc3ccccc32)c(=O)n(-c2ccccc2)n1C	-4.5	-11.1	0.4	0.2	8.4	1.1	6.9	47.8	-2.4
NC(=O)c1coc(-c2ccccc2)n1	4.2	-5.3	1.0	1.9	4.6	-0.1	-3.2	-6.7	-4.5
Cc1ccc(NC(=S)N/N=C/c2c(C)[nH]c3ccccc23)cc1	-10.6	10.1	-0.1	0.4	-40.6	0.6	37.1*	67.1	51.3*
CN1CCN(C(=S)NCCc2ccccc2)CC1	-0.7	-9.7	-0.1	1.3	-13.6&-4.0	0.8	5.8	-11.5	13.5

Pulled by compound from the list above:
SMILES	NPY-Y1 antag	S1P4 antagonist	TRPN1 ag	S1P4 ag	EP2 mod	TRPML3 agonist	NPY-Y2 PAM-ag	CHOP inh	NPY-Y1 PAM-ag
Cc1cc(Nc2ccc(Br)cc2F)n2nc(C)nc2n1	0.5	-12.7	-1.3	1.5	-8.2	-0.3	14.7	5.7	10.9
COc1ccc(OC)c(S(=O)(=O)Nc2ccc(C(C)=O)cc2)c1	-2.1	-13.5	0.0	-2.3	9.5	0.2	-15.3	12.6	-4.2

Next records
SMILES	NPY-Y1 antag	S1P4 antagonist	TRPN1 ag	S1P4 ag	EP2 mod	TRPML3 agonist	NPY-Y2 PAM-ag	CHOP inh	NPY-Y1 PAM-ag
COc1ccc(-n2c(CNC(=O)COc3ccc(Cl)cc3)n[nH]c2=S)cc1	2.6	10.8	1.5	-1.9	-3.2	0.2	1.8	-19.1	-13.1
O=C(CCSCCc1ccccn1)Nc1cc(F)ccc1F	1.3	-13.0	0.5	-1.6	7.8	0.2	11.9	21.7	-29.3
Cc1cc(Cl)n2c(nc3cc(F)c(F)cc32)c1C#N	21.5*	31.0*	4.5	3.1	-45.0	5.3	-1.8	105.3*	-25.7
S=C(Nc1ccccc1)N1CCN(C2CCCCC2)CC1	0.9	-7.2	1.1	0.9	10.1	0.7	-9.1	23.0	-10.6
CCC(=O)Nc1cc2[nH]c(=O)cc(C)c2cc1C	-0.5	-1.1	0.3	1.5	5.6	0.7	-9.7	-18.5	-7.7
COc1ccc(C(=O)N/N=C/c2sc(N3CCOCC3)nc2-c2ccccc2)cc1OC	-6.0	-8.5	1.2	-0.2	-89.0	1.1	-8.2	-40.5	-3.6
Cn1nc([N+](=O)[O-])nc1Sc1ccc(Cl)cc1	0.0	-0.5	1.0	0.0	15.7	0.1	-0.4	16.6	-11.4
Cc1cccc(C2CC(c3ccc(Br)cc3)Nc3nc(N)nn32)c1 (stereo not drawn)	7.5	-14.5	7.7	0.9	16.3	3.4	6.7	43.5	15.8
COc1cccc(C(=O)NN2c3ccccc3CCc3ccccc32)c1	6.4	-16.5	-1.4	-0.6	-27.4	-0.1	5.2	92.0*	-7.0
Cc1ccc(-n2cc(C(=O)c3ccc4ccccc4c3O)cn2)cc1	0.4	-14.1	0.8	-0.8	9.6	0.1	0.9	33.8	-19.7
COc1ccccc1/C=N/NC(=O)c1cccc(OC(F)(F)C(F)F)c1	2.0	-13.6	-0.4	1.8	-78.0	0.0	-3.0	-9.4	-33.6
Cc1ccc(N2CCN(/N=C/c3cccs3)CC2)cc1	-6.6	-9.7	2.7	-0.5	18.6	-0.5	-0.1	24.0	-6.9
O=C(CSc1nnnn1-c1ccc2c(c1)OCO2)NCc1cccs1	-6.5	-8.4	-0.7	1.4	-16.6	0.2	-0.1	-14.8	20.7
COc1ccccc1NC(C)C(=O)N/N=C/c1cccs1 (stereo not drawn)	6.0	-25.9	4.6	1.7	-118.9	0.3	-2.4	3.7	6.5
O=C(CCC(=O)OCC(F)(F)C(F)F)Nc1ccc(Cl)cc1	-1.9	-11.9	-0.5	0.3	-5.8	-0.3	4.1	6.6	-2.6
CCOc1c(Br)cc(CNCc2cccs2)cc1OC	6.4	-16.9	-0.1	3.0	8.7	0.1	0.1	25.2	-9.1
CC(=O)Nc1ccc(NC(=O)CN(c2ccccc2Cl)S(C)(=O)=O)cc1	4.4	3.9	-0.2	-0.6	-17.2	0.7	2.0	19.6	13.6
CC(c1ccco1)N(C(=O)c1ccccc1NS(=O)(=O)c1cc([N+](=O)[O-])ccc1Cl)c1ccccn1 (stereo not drawn)	4.9	-3.7	-0.7	-0.5	19.8	0.6	10.5	67.4	-1.5
COc1ccc(NC(=O)c2ccc3c(c2)C(=O)N(Cc2cccnc2)C3=O)cc1	0.4	8.6	1.4	1.6	-22.1	1.0	0.7	-5.6	7.6
COc1ccc(NS(=O)(=O)c2cc(NC(=O)Cc3cccs3)ccc2C)cc1	8.1	-6.9	-1.9	2.7	-40.8	-0.6	9.9	31.3	1.7
Cc1nn(C)cc1CNC(=O)C1C2CCC(O2)C1C(=O)O (stereo not drawn)	6.9	8.3	1.7	0.1	8.0	0.9	16.9	10.5	3.8
O=C(NCc1cccnc1)C1CC(=O)N(CCc2ccccc2)C1 (stereo not drawn)	1.9	-5.6	1.8	0.9	23.9	1.4	-2.4	19.1	14.7
Cc1cccc(N2CCC(NCc3c(C(=O)N4CCCCC4)nc4c(C)cccn34)CC2)c1	11.0	2.5	0.1	1.5	13.4	0.1	-1.1	50.6	5.2
Cn1c([N+](=O)[O-])cnc1N1CCN(c2nncs2)C1=O	x	1.2	0.5	-0.2	10.1	-0.6	17.6	9.8	2.5
CCOC(=O)N1CCC(NC(=O)c2cc(C(=O)Nc3ccc(F)cc3F)ccc2CO)CC1	2.9	-30.8	-0.4	-2.9	-19.5	0.1	-10.1	4.6	-9.9
COc1cccc(C2=NN(C(=O)c3cccs3)C(O)(C(F)(F)F)C2)c1 (stereo not drawn)	7.9	-2.4	-1.8	1.2	85.7*	0.1	-22.2	74.5*	-29.4
CCOc1ccc(N=Nc2c(=O)[nH]n3c(C)cc(C)nc23)cc1	-0.4	-9.6	0.7	0.1	8.4	0.3	7.5	21.9	-2.1
CC(C)Oc1c(Br)cc(Br)cc1/C=N/NC(N)=S	2.8	-10.3	-1.5	1.2	62.0*	0.1	5.1	39.8	10.0
Cc1cccc(NC2=C(NCCO)C(=O)c3ccccc3C2=O)c1	-3.9	0.7	-3.1	0.4	22.8	-1.1	22.6	5.4	20.0
O=C(O)CCC(NC(=O)C1CCCN1C(=O)OCc1ccccc1)C(=O)O (stereo not drawn)	-2.7	-8.0	0.9	1.6	44.5	-0.2	7.7	2.2	-1.0
CCN1CCN(Cc2cc(=O)oc3cc4c(cc23)CCC4)CC1	14.9	-24.0	1.8	1.4	-5.7	0.3	-16.0	32.4	-3.8
CCOC(=O)Cc1csc(NC(=O)c2ccncc2)n1	5.9	-10.2	4.5	-1.9	-4.7	2.3	4.8	4.2	-15.7
O=[N+]([O-])c1ccc(N(c2ccccc2)c2ccccc2)cc1	-5.9	17.9	1.5	-0.2	60.7*	0.6	-0.8	15.8	1.6
O=C(O)c1cc(O)c2c(c1)C(=O)c1cc(O)cc(O)c1C2=O	1.1	-9.7	1.7	0.5	14.8&4.0	-0.2	4.4	-6.8	-9.7
CCC(CC)C1C(C#N)=C(N)Oc2cc(C)oc(=O)c21 (stereo not drawn)	-5.9	7.5	-0.2	1.0	31.1	0.4	0.2	40.8	-9.4
COC(=O)c1ccc(C2c3c(oc4cc(C)c(C)cc4c3=O)C(=O)N2CCCN(C)C)cc1 (stereo not drawn)	0.2	1.2	1.3	0.1	10.2	0.5	-16.8	-1.6	-15.4
Cc1ccc2nc(-c3ccc(NC(=O)CN4CCN(C(=O)c5ccco5)CC4)cc3)sc2c1	-1.3	-1.6	6.9	3.3	-63.8	1.1	-0.4	10.7	0.5
COc1ccc(CCNC(=O)CCSc2nc(-c3ccco3)cc(C(F)(F)F)n2)cc1	10.0	-20.2	0.9	-2.7	-39.2&-25.3	0.4	-3.6	-5.8	5.8
O=C(c1cc2ccccc2oc1=O)N(Cc1ccccc1)CC1CCCO1 (stereo not drawn)	-1.4	-26.3	0.9	0.5	10.7	0.8	-7.7	17.8	-5.2
C/C(Nc1ccccc1)=C(/C#N)C(N)=O	0.8	-12.4	-0.2	2.8	-36.7	0.6	8.2	21.6	13.0
Cc1ccc(O)c(-c2cc(-c3cccc(Br)c3)n[nH]2)c1	-3.7	4.8	0.3	-0.1	-69.1	0.2	3.0	96.7*	12.9
NC(=O)c1ccc(NC(=O)COc2ccc([N+](=O)[O-])cc2Cl)cc1	-1.6	-1.5	0.6	-2.2	-22.7	0.0	-14.7	-1.1	-4.5
Cc1ccc(N=Nc2[nH]c3ccccc3c2O)cc1	-0.8	-2.4	-0.1	3.9	25.9	0.7	14.0	-20.3	-7.2
Cc1ccc(C)c(N2CCN(C(=O)C3CCCN(S(=O)(=O)c4cnc[nH]4)C3)CC2)c1 (stereo not drawn)	2.0	-23.1	-0.8	1.9	9.3	0.0	-12.0	41.5	-13.4
Cc1cnc(C(=O)OCC(=O)Nc2cc(Cl)cc(Cl)c2)cn1	4.8	2.3	0.5	-0.4	-6.0	0.7	-17.7	-13.8	-17.9
Cn1c(=O)n(CCCOc2ccc(Br)cc2)c2ccccc21	10.9	-17.8	-1.8	-0.6	39.3	0.2	-2.2	36.7	-32.4
COc1ccc(Oc2cnn(-c3ccccc3)c(=O)c2Br)cc1	1.0	5.9	-1.2	-1.5	-21.1	-0.8	-11.3	28.3	-9.2
CCN(CC)Cc1c(O)ccc2c(C)c(CC(=O)OC)c(=O)oc12	4.2	5.2	0.8	1.8	23.8	0.9	-11.0	2.9	-3.4
O=C(Nc1cccc(NC(=O)c2ccc3c(c2)OCO3)c1)c1ccccc1	-3.3	3.9	-0.1	-0.9	-78.1	0.1	-15.0	11.6	-26.8

The order is random (roughly 6.5% active in at least one column).
